Screens deposited in PubChem by The Scripps Research Institute Molecular Screening Center.
TAAR1 agonist: human TAAR1 agonists, primary screen, Fluo-8 calcium fluorescence, CHO RD-HGA16 cells; AID 624467, 2012; 360,000 tested, 0.99% active; activation, % at 3 µM; vehicle wells 0%, saturating PEA agonist 100%; Trace amine-associated receptor 1 (Homo sapiens), Q96RJ0;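 active means activation above the mean activation of all test compounds in the run plus 3 SD, cut at about 38% in these data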
Target sequence (Q96RJ0 whole entry, looked up): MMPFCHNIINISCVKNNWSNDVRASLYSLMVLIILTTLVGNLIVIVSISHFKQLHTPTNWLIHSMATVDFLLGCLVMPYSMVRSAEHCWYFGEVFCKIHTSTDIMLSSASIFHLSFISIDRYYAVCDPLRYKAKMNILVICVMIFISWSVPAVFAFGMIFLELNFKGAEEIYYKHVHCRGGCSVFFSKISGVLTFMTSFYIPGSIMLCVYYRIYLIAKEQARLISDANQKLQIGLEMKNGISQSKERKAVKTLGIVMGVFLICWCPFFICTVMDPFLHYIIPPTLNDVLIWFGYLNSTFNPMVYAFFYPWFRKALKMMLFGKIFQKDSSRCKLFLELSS
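Assay system: CHO-derived RD-HGA16 cells with stable Gα16 and human TAAR1; timing: 17-24 h seeding, 75 min 37 °C dye, 30 min RT; read-out: % activation from peak over basal fluorescence ratio, DMSO-to-PEA scaled; measured by: kinetic Fluo-8 calcium fluorescence; benchmarks: low control DMSO, high control PEA (EC100); doses: 3 µM single concentration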
TAAR1 antag: human TAAR1 antagonists, primary screen, Fluo-8 calcium fluorescence, CHO RD-HGA16 cells | antagonist | inhibition, % at 3 µM | 360,000 tested, 1.5% active | AID 624466, 2012;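 active means inhibition above a per-plate cutoff, the mean inhibition of test compounds on that plate plus 3 SD, cut at about 49% in these data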;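 further: 0% = DMSO plus EC80 beta-PEA response and 100% = DMSO alone without agonist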
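System: CHO RD-HGA16 cells bearing hTAAR1. Reagent: EC80 β-phenethylamine stimulus. Schedule: seeding 17-24 h prior, 75-min 37 °C, 30-min RT dye loading. Signal: Fluo-8 intracellular calcium dye fluorescence, real-time kinetic reads. Read-out: % inhibition from peak post-agonist over basal fluorescence ratio. Benchmarks: vehicle wells and EC80 agonist wells. Replicates: n of 1.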
M1 antag: human M1 muscarinic receptor antagonists, primary screen, CHO-K1 cells, Fluo-8 calcium fluorescence, 1536-well | Muscarinic acetylcholine receptor M1 (Homo sapiens), P11229 | CHO-K1 hM1, ACh EC80 antagonist | inhibition, % at 3 µM | 360,000 tested, 1.3% active | AID 588852, 2011;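 active means percent inhibition above its own plate's cutoff, namely the mean of that plate's compound wells plus 3 SD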;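 further: peak over basal fluorescence ratio during 140 s after agonist addition; 0% = ACh EC80 plus DMSO and 100% = DMSO alone without agonist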
Target sequence (P11229 whole entry, looked up): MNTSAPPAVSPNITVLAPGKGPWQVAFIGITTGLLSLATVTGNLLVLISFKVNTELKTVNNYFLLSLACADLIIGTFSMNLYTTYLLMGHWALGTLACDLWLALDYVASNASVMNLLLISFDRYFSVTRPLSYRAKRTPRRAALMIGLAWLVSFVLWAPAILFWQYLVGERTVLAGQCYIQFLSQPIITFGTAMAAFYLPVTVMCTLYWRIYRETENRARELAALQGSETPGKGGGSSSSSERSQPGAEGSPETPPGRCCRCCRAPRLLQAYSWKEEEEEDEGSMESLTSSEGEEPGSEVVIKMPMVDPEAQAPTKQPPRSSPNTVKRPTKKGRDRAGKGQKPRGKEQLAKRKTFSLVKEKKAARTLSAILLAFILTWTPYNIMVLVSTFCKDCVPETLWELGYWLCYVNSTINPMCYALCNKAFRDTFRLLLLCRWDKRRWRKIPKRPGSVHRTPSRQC
CHO parental Ca: ATP-evoked calcium signal inhibitors, parental CHO, primary screen, counter-screen for OX1R antagonist project, cell-based, fluorescence, Fluo-8 calcium dye | parental CHO-K1, ATP-induced calcium, Fluo-8 fluorescence | inhibition, % at 5.6 µM | 330,000 tested, 0.63% active | AID 463079, 2010;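 active means inhibition above that plate's mean sample inhibition plus 3 SD, cut at about 26% in these data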;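 further: 0% = ATP-challenged DMSO wells and 100% = DMSO wells without ATP; some compounds past the cut are filed as inactive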
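Assay system: parental CHO cells; Read-out basis: percent inhibition of ATP-evoked calcium rise, normalized to controls; Benchmarks: ATP and no-ATP DMSO wells; Compound dosing: single nominal dose of 5.6 µM per compound; Signal: Fluo-8 calcium dye fluorescence; Also added: ATP as calcium-mobilizing challenge; Repeats: singlicate.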
V1R ag counter: agonists of human V1a receptor, primary screen, counter-screen for OXTR agonist project, fluorescence, CHO-V1R cells; Fluo-8 calcium fluorescence, agonist mode; 0% DMSO, 100% 3 nM vasopressin; AID 2797, 2010; activation, % at 3 µM; 320,000 tested, 0.25% active;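 active means activation above the mean activation of all tested compounds plus 3 SD, per screening run, cut at about 20% in these data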;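 further: signal is peak over basal fluorescence ratio across a 100 second FLIPR read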
OXTR potentiate: human OXTR potentiators, primary screen, fluorescence, CHO-OTR cells, Fluo-8 calcium | Oxytocin receptor (Homo sapiens), P30559 | Fluo-8 calcium fluorescence, potentiator mode; 0% = oxytocin EC15, 100% = EC100 | activation, % at 3 µM | 320,000 tested, 0.061% active | AID 2445, 2010;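 active means activation above that plate's cutoff, the mean activation of tested compounds plus 3 SD, cut at about 6.6% in these data, passing the limit was not always enough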;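 further: 100% uses oxytocin at 75 nM as the full agonist control; some results filed as inactive read as strong as hits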
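System: human OTR in CHO cells / Also added: sub-maximal oxytocin, roughly EC15 / Control set: EC15 oxytocin low, 75 nM oxytocin high / Schedule: 6 min compound pre-incubation at room temperature, 100 s kinetic read / Compound: single-point 3.0 µM / Replication: singlicate / Technique: Fluo-8 calcium dye fluorescence / Read-out basis: % activation of max/min ratio relative to oxytocin controls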
OXTR agonist: human OXTR agonists, primary screen, fluorescence, CHO-OTR cells, Fluo-8 calcium; 320,000 tested, 0.32% active; activation, % at 3 µM; Oxytocin receptor (Homo sapiens), P30559; AID 2435, 2010; Fluo-8 calcium fluorescence; normalized: DMSO 0%, oxytocin 100%;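 active means activation above the mean of all tested compounds plus 3 SD, cutoff set per screening run, cut at about 20% in these data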;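 further: peak over basal fluorescence ratio from a 100 s FLIPR kinetic read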
CHRM1 agonist: human M1 muscarinic receptor agonists, primary screen, Fluo-8 calcium fluorescence, CHO-K1 cells, HTS. Muscarinic acetylcholine receptor M1 (Homo sapiens), P11229. CHO-K1 hM1, agonist mode; 0% DMSO, 100% acetylcholine EC100. activation, % at 3 µM. 360,000 tested, 0.33% active;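 active means activation above the run's mean compound activation plus 3 SD, cut at about 16% in these data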;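 further: peak over basal fluorescence ratio within a 140 s kinetic read after compound addition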
M1 PAM: human M1 muscarinic receptor positive allosteric modulators, primary screen, CHO-K1 cells, Fluo-8 calcium fluorescence, 1536-well | Muscarinic acetylcholine receptor M1 (Homo sapiens), P11229 | CHO-K1 hM1, ACh EC20; 0% = ACh EC20, 100% = maximal ACh | activation, % at 3 µM | 360,000 tested, 0.088% active | AID 588819, 2011; in the data active means activation above about 19%, passing the limit was not always enough
Numbers without * were called inactive; x = not tested or not shown.

Values run as follows: CHO parental Ca	OXTR potentiate	TAAR1 antag	TAAR1 agonist	M1 PAM	CHRM1 agonist	M1 antag	V1R ag counter	OXTR agonist
Brc1c(CSc2nc3ccccc3s2)nc2ncccn12
  -1.1	-1.8	1.1	2.7	-0.8	-12.5	-10.2	1.9	1.1
COc1cc2c(cc1OC)C(O)=CC(=O)C2=O
  x	x	-1.3	-0.9	3.5	-2.5	-10.2	x	x
CC1=C(C(=O)Nc2ccccc2C)C2(CCCC2)C(C(N)=O)C(=O)N1 (stereo not given)
  -6.0	-1.7	-9.9	5.2	7.5	-2.9	-12.9	0.2	0.3
COc1ccc(NC(=O)CCSc2ccc(C)cc2)cc1
  -27.7	-6.8	-6.7	-0.1	5.2	-4.6	-8.3	-0.2	-1.9
O=[N+]([O-])c1ccc(Nc2ccc3ccccc3c2)nc1
  0.2	-10.9	24.8	-2.5	-9.8	-7.1	15.5	-0.7	-1.8
Cc1cc(-n2c(C)cc(C(=O)CSc3ncnc4ccccc34)c2C)no1
  66.3*	-21.1	45.5	15.3	-7.3	2.1	28.4*	9.4	17.8
CCOc1ccc(CC(=NCCO)C2=C(O)CC(C)(C)CC2=O)cc1OCC
  2.1	-6.3	14.3	6.0	-3.2	-8.7	7.4	-0.9	-0.8
COc1cc(NC(=O)N[C@H](C(=O)O)C(C)C)cc(OC)c1
  -13.4	1.2	-11.6	3.8	2.5	-2.1	-7.0	0.7	0.0
N#Cc1c(NC(=O)c2ccccc2)sc2c1CCCCC2
  -20.3	12.1	-4.7	13.8	13.9	0.7	-7.0	-0.2	-1.5
N#Cc1ccc(NC(=O)c2sc3cc(C(F)(F)F)cnc3c2-c2cccs2)cc1
  -17.5	-14.9	22.2	18.3	5.8	-1.4	-34.9	-1.2	0.2
CN1C(=O)/C(=C/c2ccc(O)c([N+](=O)[O-])c2)N(C)C1=S
  -7.7	-15.4	-1.1	9.6	2.3	-1.3	-0.1	0.8	-0.2
COc1ccccc1C(=O)NC1CC(C)(C)NC(C)(C)C1
  2.6	6.6	-3.4	-0.5	6.3	-2.1	-16.5	-0.6	1.6
COc1cccc(/C=N/n2c(N)nc3ccccc32)c1OC
  -15.3	7.2	9.8	1.7	-9.5	-10.7	4.5	2.2	0.2
CCOC(=O)c1ccc(N2C(=O)[C@@H](c3ccccc3)[C@H]2c2ccccc2)cc1
  -30.6	-4.3	17.2	6.8	0.8	-7.8	3.2	0.5	1.1
NNC(=O)CCN1CCN(C(c2ccccc2)c2ccccc2)CC1
  -22.6	-27.9	12.8	0.4	-15.5	-6.7	61.3*	0.2	-2.1
CS(=O)(=O)c1ccc(NCCc2ccc(S(N)(=O)=O)cc2)c([N+](=O)[O-])c1
  0.3	-0.6	14.7	-2.0	5.8	-7.9	-9.3	0.0	1.6
CCCN(CCC)C(=O)C1CC(=O)OC12CCOC(C)(C)C2 (stereo not given)
  0.4	-8.2	7.1	0.4	6.8	-5.6	0.1	0.0	0.7
COc1ccc(C(C)=NNS(=O)(=O)c2ccc(C)cc2)cc1OC
  x	x	-14.4	-0.8	5.7	-2.5	-13.2	x	x
CCn1c(SCC(=O)Nc2ccc3c(c2)OCO3)nc2c(c1=O)SC(C)C2 (stereo not given)
  -7.2	0.9	-11.9	1.4	1.5	-2.7	-0.2	-0.8	-1.2
COc1ccc(C2/C=C\CN(S(=O)(=O)c3cccc4cccnc34)CC(=O)N2Cc2ccc(F)cc2)cc1 (stereo not given)
  -23.2	-11.4	50.0*	12.6	-7.8	-3.6	12.7	-0.5	0.1
CCOC(=O)C1(O)CC(C)=NN1C(=O)c1cccc(Cl)c1 (stereo not given)
  -1.6	4.1	-16.3	1.5	11.6	-5.5	-11.8	-0.1	0.0
CCN(Cc1ccc2c(c1)OCCO2)C(=O)CN1C(=O)NC2(CCCCC2)C1=O
  -12.4	-2.3	-1.3	6.5	1.5	-4.6	-8.4	0.5	-0.8
O=C(Cc1nc(-c2cnccn2)no1)NNC(=O)Nc1ccccc1
  -4.7	-1.6	-14.0	5.3	-8.7	-2.5	17.9	1.0	1.9
CCn1c(SCc2ccccc2)nc2c(c1=O)SCC2
  -6.4	-2.6	-23.8	-3.2	-1.6	-2.2	12.1	-1.9	-1.6
CN1CCC[C@H]1CCNC(=O)c1c(-c2ccsc2)sc2ccccc12
  -20.2	-3.7	0.6	4.2	-2.3	-6.5	-6.2	-0.7	-0.3
Nc1n[nH]c(CCCO)n1
  -2.9	-8.2	-4.4	3.5	13.0	-5.3	-16.5	1.3	0.6
O=C(CSc1nncs1)Nc1ccc2[nH]c(=O)[nH]c2c1
  -6.9	3.5	-2.4	1.6	8.8	0.7	-8.1	0.5	2.0
CCCS(=O)(=O)NC(=O)C1(C)CCN(C(=O)c2ccc(SC(F)(F)F)cc2)C1 (stereo not given)
  x	x	-3.1	0.8	4.2	-3.0	-6.4	x	x
Cc1cc2[nH]c(=O)c(=O)[nH]c2cc1S(=O)(=O)NCc1ccccc1
  0.7	-8.5	-17.2	3.0	1.8	-1.5	-1.1	0.4	1.2
C=CCn1cc(C(=O)NCCCOCC)c(=O)c2cc(S(=O)(=O)N(CC)CC)ccc21
  -14.1	-0.2	1.4	3.9	-4.6	-4.8	9.3	0.0	-1.0
Cn1c(SCc2nnc3n2CCCCC3)nc2ccccc21
  -2.9	-6.2	-17.4	2.4	-6.2	-7.2	0.0	0.1	-1.0
C[C@@]12C(=O)Nc3cc(F)ccc3C(=O)N1[C@H]1c3cc(Br)ccc3OC[C@@H]1[C@@H]2c1ccccc1
  -11.4	-0.3	-9.4	3.8	-5.7	-7.0	8.0	2.6	1.6
COc1ccc(NC(=O)C2(C)Cc3c(-c4ccc(N(C)C)cc4)ccnc3O2)cc1 (stereo not given)
  x	x	-23.1	1.1	1.9	-5.1	-9.0	x	x
O=C(Cc1cccc(C(F)(F)F)c1)NCc1cccnc1
  -7.2	-3.4	-12.9	1.1	10.5	4.2	-15.4	-0.1	-0.1
CC(C(=O)OCC(=O)NC1CCCCC1)N1C(=O)c2ccccc2C1=O (stereo not given)
  -8.6	-6.4	16.4	-2.1	7.2	-5.0	-1.7	-0.1	0.3
COc1ccc(S(=O)(=O)N2CCCOC2CNC(=O)C(=O)NCCc2ccco2)cc1OC (stereo not given)
  -9.4	-6.8	-9.9	24.4	0.0	-2.5	7.1	0.3	-0.7
O=S(=O)(Nc1cccc(CO)c1)c1cccs1
  -1.5	-2.2	-11.5	10.1	11.7	-3.5	-13.6	0.9	-1.8
CN1/C(=C\C(=O)COC(=O)CN2C(=O)C3CC=CCC3C2=O)C(C)(C)c2ccccc21 (stereo not given)
  22.6	-24.4	2.3	14.6	1.0	-3.0	1.2	3.1	0.0
Cc1ccc(N(CC(=O)NC(C)C)C(=O)CCC(=O)Nc2ccccn2)c(C)c1
  x	x	1.2	1.7	5.4	-1.6	-7.8	x	x
Oc1ccccc1-c1nc(NCC2CCCO2)c2ccccc2n1 (stereo not given)
  -20.6	-15.0	36.6	5.0	0.5	-3.1	10.8	-0.9	-0.7
COc1ccc(CCNC(=O)CN2c3cccc4cccc(c34)S2(=O)=O)cc1
  x	x	-7.4	3.2	7.3	-1.1	-5.7	x	x
COc1ccc(C(=O)NCc2ccccn2)cc1[N+](=O)[O-]
  -7.3	-4.9	-4.7	1.1	2.4	-1.4	-3.6	0.5	0.0
CCOC(=O)N1C(=O)C2(CCCCC2)N(c2ccccc2Cl)C1=S
  -38.3	-3.2	-15.6	-1.4	-17.4	-12.9	11.2	-1.0	-1.8
CCOC(=O)c1cc2c(C)n(-c3ccc(N(C)C)cc3)c(C)c2cc(C(=O)OCC)c1=O
  -15.0	2.5	11.7	4.2	10.9	-0.1	-14.6	-0.3	0.6
COc1cc(CNC(C)c2ccccc2)cc(Cl)c1OCC(=O)Nc1ccccc1 (stereo not given)
  -15.2	-9.3	2.4	23.8	-11.7	-14.9	6.3	1.3	4.5

Results in TAAR1 antag, OXTR potentiate and M1 PAM, for 2 of the compounds above:
SMILES	TAAR1 antag	OXTR potentiate	M1 PAM
CN1/C(=C\C(=O)COC(=O)CN2C(=O)C3CC=CCC3C2=O)C(C)(C)c2ccccc21 (stereo not given)	2.3	-24.4	1.0
Cc1ccc(N(CC(=O)NC(C)C)C(=O)CCC(=O)Nc2ccccn2)c(C)c1	1.2	x	5.4

More compounds follow:
Values run as follows: CHO parental Ca	OXTR potentiate	TAAR1 antag	TAAR1 agonist	M1 PAM	CHRM1 agonist	M1 antag	V1R ag counter	OXTR agonist
CCOCCCNC(=O)c1ccc(CS(=O)(=O)Cc2cccc(C)c2)o1
  -17.9	6.0	0.9	11.8	2.6	-1.4	-22.9	-0.3	-0.7
Cc1ccc(NC(=O)CSc2nnc(-c3ccccn3)n2C)cc1
  -17.0	-10.0	-3.6	2.2	11.4	-2.1	-20.3	-1.2	-1.9
O=C1CNC(=O)/C1=C/c1ccccc1
  3.9	-2.9	5.4	0.5	18.4	4.4	4.4	0.0	-0.7
COCCCNC(=O)c1ccc(C2SCC(=O)N2Cc2ccco2)cc1 (stereo not given)
  -10.6	5.8	-41.6	1.1	-6.7	-6.3	2.9	0.5	1.2
CCOc1ccc(-c2cc(C(=O)OC)[nH]n2)cc1
  -5.2	-9.6	-24.2	-1.2	1.6	-1.8	0.4	0.5	-1.4
Cc1csc(NC(=O)CSc2nsc(SCC(=O)Nc3nc(C)cs3)c2C#N)n1
  -23.2	-4.0	37.0	17.8	-16.6	-1.4	11.0	4.3	5.7
COC(=O)c1c(-c2ccccc2)csc1NC(=O)C1CC=CCC1C(=O)O (stereo not given)
  -1.3	-7.2	-0.9	0.5	-0.2	-4.8	3.3	0.2	-0.1
